JMJD2A Tudor = inhibitors of human JMJD2A Tudor domain. O75164. AlphaScreen JMJD2A-Tudor / H3K4me3 peptide binding. Potency, µM (series often up to 114 µM), for the others: top-dose activity change, negative = inhibition, usual class: inhibitors. 390,000 compounds, 4.4% hits; note: % is set by controls: 0 for no effect and ±100 for the full control effect; nearly all actives have a fitted effect of over 50% in size
Pin1 inhibitor = blocks the human prolyl isomerase Pin1; Q13526; Pin1 FP peptide displacement, HiFluor488, 10 min; Potency, µM (doses to about 115 µM), for the others: at the highest dose activity, negative = inhibition, hits mostly inhibitors; 390,000 compounds, 0.009% hits; active = well fitted inhibition curve with a large enough effect in the polarisation, with a control signal flat, not every such curve was filed as active; inconclusive = small, poorly fitted or top-dose-only effect, or effect the other way, or a change in a side signal; inactive = no such curve, though single readings can be large or run the other way; the % refers to the polarisation; note: % is set by controls: 0 for no effect and ±100 for the full control effect
Target sequence (Q13526 whole entry, looked up): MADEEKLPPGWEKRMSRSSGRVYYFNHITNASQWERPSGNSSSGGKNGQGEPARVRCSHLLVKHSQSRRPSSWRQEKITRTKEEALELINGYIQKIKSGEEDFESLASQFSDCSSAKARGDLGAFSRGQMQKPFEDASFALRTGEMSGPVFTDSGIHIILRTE
ALOX12 inh = blocks human arachidonate 12S-lipoxygenase. purified 12hLO, xylenol orange hydroperoxide absorbance. Potency, µM (doses to about 108 µM), inactives show at the top dose activity change, negative = inhibition, most hits filed as inhibitors. 580,000 compounds, 1.1% hits. AID 1671190. P18054; note: % is set by controls: 0 for no effect and ±100 for the full control effect
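Purified human 12hLO at 150 nM in 25 mM Hepes, 0.01% Triton X-100, pH 7.0, preincubated 15 min at room temperature with compound. Reaction started with 40 uM arachidonic acid, 30 min at room temperature. Hydroperoxide measured by Fe-xylenol orange, 573/405 nm absorbance ratio.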
TrxR1 inh = rat TrxR1 inhibition | O89049 | recombinant rTrxR1, NADPH fluorescence consumption, selenite substrate | Potency, µM (doses to about 114 µM), for inactives: at the highest dose activity change, negative = inhibition, hits mostly inhibitors | 390,000 compounds, 1% hits | AID 588453; note: % is set by controls: 0 for no effect and ±100 for the full control effect; nearly all actives have a fitted effect of over 65% in size
Target sequence (O89049 whole entry, looked up): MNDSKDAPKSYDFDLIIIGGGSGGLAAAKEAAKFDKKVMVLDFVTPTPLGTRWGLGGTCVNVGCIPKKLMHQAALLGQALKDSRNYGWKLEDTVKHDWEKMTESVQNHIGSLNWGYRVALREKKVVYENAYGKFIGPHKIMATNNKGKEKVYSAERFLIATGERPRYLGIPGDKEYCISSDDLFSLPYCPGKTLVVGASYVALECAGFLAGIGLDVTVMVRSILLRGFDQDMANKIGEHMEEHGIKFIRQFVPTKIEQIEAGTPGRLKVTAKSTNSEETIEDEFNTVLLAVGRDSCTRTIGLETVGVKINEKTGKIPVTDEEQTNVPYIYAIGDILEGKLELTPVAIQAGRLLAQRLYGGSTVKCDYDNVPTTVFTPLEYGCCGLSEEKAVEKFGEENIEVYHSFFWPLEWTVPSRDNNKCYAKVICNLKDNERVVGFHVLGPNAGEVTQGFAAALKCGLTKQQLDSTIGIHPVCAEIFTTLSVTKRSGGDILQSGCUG
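Rat TrxR1 (90 nM in the dispensed reagent) was pre-reduced with 400 uM NADPH for 5 min at room temperature, then incubated with compound for 15 min. After 400 uM selenite was added, NADPH fluorescence (Ex 340/Em 450 nm) was followed for 8 min.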
ERG-DNA inh = ERG Ets/DNA interaction inhibition; 370,000 compounds, 0.028% hits; P11308; Potency, µM (series often up to 76.9 µM), for inactives: at the top dose FP activity, negative = inhibition, actives largely listed as inhibitors; fluorescence polarization, His-ERG Ets domain / labelled DNA; AID 624246; active = well fitted inhibition curve with a large enough effect in the polarisation, with a control signal flat; inconclusive = small, poorly fitted or top-dose-only effect, or effect the other way, or a change in a side signal; inactive = no such curve, though single readings can be large or run the other way; the % refers to the polarisation;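 note: polarization taken with two DNA probes labelled with fluorescein and Texas red; % of control where 0% means no effect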
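His-tagged ERG Ets domain (1 uM in the protein solution; 300mM KCl, 50mM Tris-HCl, 1mM EDTA, 1mM DTT, pH 7.5) received compound, then a probe mix of 5 nM fluorescein-DNA and 100nM Texas-615-DNA. Fluorescence polarization was read for both dyes.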
GLS inh = blocks human kidney-isoform glutaminase activity. O94925. GLS enzymatic activity, qHTS titration. Potency, µM (titrated, usually from 45.5 µM), for inactives: at the top dose activity change, negative = inhibition, hits mostly inhibitors. 410,000 compounds, 0.21% hits; note: % is set by controls: 0 for no effect and ±100 for the full control effect
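Human kidney-isoform GLS in 45 mM KH2PO4 pH 8.2, 0.02% Tween-20, with compound, started with 1mM L-Glutamine (added stock). Glutamate oxidase/HRP/Amplex red coupled fluorescence read at start and after 30 min at RT.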
HP1b binding inh = blocks HP1-beta chromodomain binding to methylated histone tails; P83916; AlphaScreen HP1-beta / biotin-H3K9me3 peptide binding; Potency, µM (titrated, usually from 114 µM), for inactives: at the highest dose activity change, negative = inhibition, most hits filed as inhibitors; 390,000 compounds, 0.56% hits; AID 540317; note: nearly all actives have a fitted effect of over 70% in size; inactives centre near 23
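Compound inhibition of the preformed complex between 50 nM HP1-beta and 50 nM biotinylated H3K9me3 peptide was read by AlphaScreen. Buffer was PBS pH 7.4 with 0.01% Tween-20. Incubations ran 30 min at room temperature, with 10 ug/mL donor/acceptor beads.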
RGS4 inh = blocks human RGS4-accelerated GTP hydrolysis; P49798; Transcreener GDP fluorescence polarization, RGS4-accelerated GTP hydrolysis; Potency, µM (series often up to 114 µM), for the others: at the top dose activity change, negative = inhibition, hits mostly inhibitors; 390,000 compounds, 0.039% hits; AID 504845; note: % is set by controls: 0 for no effect and ±100 for the full control effect; nearly all actives have a fitted effect of over 75% in size; some results filed as inactive show a strong effect at the top dose
Target sequence (P49798 whole entry, looked up): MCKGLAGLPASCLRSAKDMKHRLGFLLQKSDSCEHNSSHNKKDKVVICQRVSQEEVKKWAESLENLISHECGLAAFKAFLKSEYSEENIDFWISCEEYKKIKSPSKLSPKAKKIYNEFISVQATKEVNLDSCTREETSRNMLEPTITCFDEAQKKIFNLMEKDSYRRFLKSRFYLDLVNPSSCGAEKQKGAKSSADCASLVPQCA
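MLSMR compounds (23 nl, pin-transferred) preincubated 10 min at room temperature with a 500nM (2x) first reagent, then RGS4 at 900nM (2x) plus Transcreener GDP mix added; fluorescence polarization (620/688 nm) read before and after 90 min at 30 °C.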
PGK inhibitor = inhibitors of T. brucei phosphoglycerate kinase; P07378; PGK/GAPDH coupled, Kinase-Glo luminescence, 60 min; Potency, µM (top dose mostly 57.5 µM), without a hit: at the top dose activity change, negative = inhibition, most hits filed as inhibitors; 380,000 compounds, 0.043% hits; AID 602233; note: % is set by controls: 0 for no effect and ±100 for the full control effect; nearly all actives have a fitted effect of over 60% in size
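Luminescent ATP detection (Kinase-Glo Plus) follows a 60-minute room-temperature incubation, with wells lacking PGK as controls. Buffer: 100 mM TEA (pH 7.6), 5 mM MgCl2, 0.01% Tween-20. Coupling enzyme GAPDH (100 nM final) supplies unstable 1,3-BPG in-well.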
Starred values were filed as active, the others as inactive; & = joins results of further samples; [ ] = another dose, or the depositor's remark. Unless noted, calls come from the whole dose curve; as a rule, active = well fitted curve in the direction sought with a large enough effect; inconclusive = small, poorly fitted or top-dose-only effect, or another doubt; inactive = no such curve, though single readings can be large; an effect the other way counts as inactive or inconclusive. Potency is the fitted concentration of half-maximal effect.

`Cc1ccc(C)c(S(=O)(=O)c2nnn3c2nc(N2CCCCC2)c2sccc23)c1` gave JMJD2A Tudor -8%, Pin1 inhibitor 10%, ALOX12 inh -16%, TrxR1 inh 36%[activator], ERG-DNA inh 3%, GLS inh 5%, HP1b binding inh 39%, RGS4 inh 5% and PGK inhibitor 8%.
`S=C(NCc1ccccc1)NN1CCOCC1` gave JMJD2A Tudor 9%, Pin1 inhibitor -1%, ALOX12 inh -6%, TrxR1 inh -3%, ERG-DNA inh 15%, GLS inh -3%, HP1b binding inh 42%[activator], RGS4 inh -21% and PGK inhibitor -3%.
For CSc1nnc(-c2cc3ccccc3cc2O)n1C the results were JMJD2A Tudor 1%, Pin1 inhibitor 4%, ALOX12 inh inconclusive, TrxR1 inh 17%[57.1 µM], ERG-DNA inh -1%, GLS inh -2%, HP1b binding inh 18%, RGS4 inh -14% and PGK inhibitor 3%.
Cc1cc2oc(C(=O)Nc3ccc(S(=O)(=O)N4CCCCCC4)cc3)cc(=O)c2cc1C was read as JMJD2A Tudor -9%, Pin1 inhibitor -3%, ALOX12 inh 1%, TrxR1 inh 16%, ERG-DNA inh -1%, GLS inh 7%, HP1b binding inh 29%, RGS4 inh -9% and PGK inhibitor 6%.
`Cc1ccc2c(c1)C(c1ccccc1)N(C(=O)c1ccc(S(=O)(=O)N3CCCCC3)cc1)CC(=O)N2` (stereo unspecified) gave JMJD2A Tudor -20%, Pin1 inhibitor 15%, ALOX12 inh -27%, TrxR1 inh -4%, ERG-DNA inh 2%, GLS inh 8%, HP1b binding inh 7%, RGS4 inh -2% and PGK inhibitor 7%.
COc1ccc(C)cc1-n1c(-c2ccc(C)cc2)cc2c1CC(C)(C)CC2=O was read as JMJD2A Tudor -27%, Pin1 inhibitor 5%, ALOX12 inh -22%, TrxR1 inh 19%, ERG-DNA inh 1%, GLS inh -6%, HP1b binding inh 35%, RGS4 inh -21% and PGK inhibitor inactive.
Screening CCOc1ccccc1NC(=O)CCS(=O)(=O)c1cccc2nonc12 returned JMJD2A Tudor 3%, Pin1 inhibitor 0%, ALOX12 inh 8%, TrxR1 inh inconclusive, ERG-DNA inh -11%, GLS inh 3%, HP1b binding inh 26%, RGS4 inh -31% and PGK inhibitor 3%.
For CSCCC(NC(=O)c1c(C)oc2c1CCCC2)C(=O)O (stereo unspecified) the results were JMJD2A Tudor inconclusive, Pin1 inhibitor -8%, ALOX12 inh -5%, TrxR1 inh 9%[57.1 µM], ERG-DNA inh -14%, GLS inh -15%, HP1b binding inh 18%, RGS4 inh -15% and PGK inhibitor inactive.
For CCOc1ccccc1CNC(=O)CCn1ccc2cc(S(=O)(=O)N3CCCCC3)ccc21 the results were JMJD2A Tudor -6%&-9%, Pin1 inhibitor 14%&38%, ALOX12 inh -24%&-17%, TrxR1 inh 16%&27%, ERG-DNA inh 9%&-2%, GLS inh -4%&1%, HP1b binding inh 26%&59%, RGS4 inh 2%&-21% and PGK inhibitor -4%&-6%.
For CC(C)(C)OC(=O)N[C@H](C(=O)OC(C)(C)C)c1ccccc1 the results were JMJD2A Tudor -3%, Pin1 inhibitor inconclusive, ALOX12 inh -5%, TrxR1 inh 11%[57.1 µM], ERG-DNA inh -2%, GLS inh 3%, HP1b binding inh 37%, RGS4 inh -1% and PGK inhibitor inactive.
For O=C(CN1CCN(c2ccccn2)CC1)Nc1ccccc1 the results were JMJD2A Tudor -15%, Pin1 inhibitor -8%, ALOX12 inh 0%, TrxR1 inh 25%[57.1 µM], ERG-DNA inh -2%, GLS inh 1%, HP1b binding inh 6%, RGS4 inh -35% and PGK inhibitor -5%.
Screening COc1ccc(-c2c(C#N)sc(C(N)=O)c2-c2ccc(OC)cc2)cc1 returned JMJD2A Tudor -19%, Pin1 inhibitor -3%, ALOX12 inh 409%[activator], TrxR1 inh 27%, ERG-DNA inh -7%, GLS inh 0%, HP1b binding inh 28%, RGS4 inh -6% and PGK inhibitor inactive.
`O=C(Nc1cnccn1)Nc1ccccc1Cl` gave JMJD2A Tudor -20%, Pin1 inhibitor 34%[activator], ALOX12 inh 5%, TrxR1 inh 20%[57.1 µM], ERG-DNA inh 1%, GLS inh 0%, HP1b binding inh 24%, RGS4 inh -13% and PGK inhibitor -7%.
CCCCC1(C)NC(=S)N2N1C(=S)NC2(C)CCCC (stereo unspecified) was read as JMJD2A Tudor 5.6µM*, Pin1 inhibitor 0%, ALOX12 inh inconclusive, TrxR1 inh inconclusive, ERG-DNA inh 23%, GLS inh -6%, HP1b binding inh inconclusive, RGS4 inh inconclusive and PGK inhibitor -3%.
`Cc1ccc(CNC(=O)COC(=O)c2cc(=O)[nH]c3ccccc23)cc1` gave JMJD2A Tudor -7%, Pin1 inhibitor -6%, ALOX12 inh 0%, TrxR1 inh 17%, ERG-DNA inh 3%, GLS inh 10%, HP1b binding inh 34%, RGS4 inh 6% and PGK inhibitor -4%.
Screening COc1ccc(CCNC(=O)CSc2ncnc3c2oc2ccccc23)cc1OC returned JMJD2A Tudor -13%, Pin1 inhibitor 4%, ALOX12 inh -12%, TrxR1 inh -4%[57.1 µM], ERG-DNA inh -5%, GLS inh 18%, HP1b binding inh 15%, RGS4 inh 21% and PGK inhibitor 8%.
Screening CCNc1ccc(C(=O)N/N=C/c2c(C)nn(-c3ccccc3)c2N2CCCC2)cc1[N+](=O)[O-] returned JMJD2A Tudor -32%, Pin1 inhibitor -3%, ALOX12 inh -12%, TrxR1 inh 14%, ERG-DNA inh 8%, GLS inh 16%, HP1b binding inh 6%, RGS4 inh -31% and PGK inhibitor 1%.
`CCOC(=O)Cc1nnc(Nc2ccc(C)cc2C)c2ccccc12` gave JMJD2A Tudor -12%, Pin1 inhibitor -1%, ALOX12 inh 9%, TrxR1 inh 7%, ERG-DNA inh -7%, GLS inh 21%, HP1b binding inh 24%, RGS4 inh 3% and PGK inhibitor -5%.
For O=C(NCc1ccc(Cl)cc1)c1ccc2c(c1)N(Cc1ccccc1F)C(=O)c1ccccc1S2=O (stereo unspecified) the results were JMJD2A Tudor -11%, Pin1 inhibitor inconclusive, ALOX12 inh -9%, TrxR1 inh 35%, ERG-DNA inh -1%, GLS inh 6%, HP1b binding inh 43%[activator], RGS4 inh -16% and PGK inhibitor inactive.
Screening COC(=O)c1ccc(NS(=O)(=O)c2cc3c4c(c2)C(C)C(=O)N4CCC3)cc1 (stereo unspecified) returned JMJD2A Tudor -12%, Pin1 inhibitor -12%, ALOX12 inh -19%, TrxR1 inh 6%, ERG-DNA inh 1%, GLS inh -1%, HP1b binding inh 23%, RGS4 inh 8% and PGK inhibitor 2%.
Screening CCOc1cc(C(=O)OCC(=O)NCc2ccco2)cc(OCC)c1OCC returned JMJD2A Tudor 56µM*, Pin1 inhibitor inconclusive, ALOX12 inh 8%, TrxR1 inh -33%, ERG-DNA inh 1%, GLS inh 3%, HP1b binding inh inconclusive, RGS4 inh -5% and PGK inhibitor -18%.
For O=S(=O)(NCc1ccco1)c1ccc2ccccc2c1 the results were JMJD2A Tudor -33%, Pin1 inhibitor -10%, ALOX12 inh -35%, TrxR1 inh 19%, ERG-DNA inh -4%, GLS inh 5%, HP1b binding inh -25%, RGS4 inh -6% and PGK inhibitor -4%.
Screening COc1ccccc1NC(=S)NC1CC2CCC1C2 (stereo unspecified) returned JMJD2A Tudor -4%, Pin1 inhibitor -5%, ALOX12 inh 47%[activator], TrxR1 inh 12%, ERG-DNA inh -12%, GLS inh 12%, HP1b binding inh 44%[activator], RGS4 inh 10% and PGK inhibitor -5%.
Cc1cc(/C=N/Nc2ncnc(N)c2[N+](=O)[O-])c(C)n1-c1ccccc1 was read as JMJD2A Tudor -17%, Pin1 inhibitor -2%, ALOX12 inh -15%, TrxR1 inh inconclusive, ERG-DNA inh 1%, GLS inh 0%, HP1b binding inh 3%, RGS4 inh -13% and PGK inhibitor -20%.
For CSc1nc(Oc2ccccc2)c2sccc2n1 the results were JMJD2A Tudor 105%[activator], Pin1 inhibitor 12%, ALOX12 inh 3%, TrxR1 inh -3%, ERG-DNA inh 3%, GLS inh 3%, HP1b binding inh 174%[activator], RGS4 inh -1% and PGK inhibitor 4%.
For O=C(O)CCC(=O)N1N=C(c2ccc(Br)cc2)CC1c1cccc(Br)c1 (stereo unspecified) the results were JMJD2A Tudor -13%, Pin1 inhibitor -2%, ALOX12 inh 13%, TrxR1 inh -7%, ERG-DNA inh -15%, GLS inh -10%, HP1b binding inh 33%, RGS4 inh 8% and PGK inhibitor -6%.
For CCOC(=O)c1c(C)[nH]c(C)c1S(=O)(=O)NCC(=O)Nc1cc(Cl)ccc1OC the results were JMJD2A Tudor -31%, Pin1 inhibitor 7%, ALOX12 inh -12%, TrxR1 inh 9%[57.1 µM], ERG-DNA inh -1%, GLS inh -8%, HP1b binding inh 5%, RGS4 inh 13% and PGK inhibitor inactive.

High-throughput results from PubChem BioAssay.

These rows are one share of the data (hit frequency here may not be typical).
